mIAP act – increases mouse intestinal alkaline phosphatase activity; activation factor at 10 µM; AID 2805; 330,000 tested, 0.24% active; muIAP, CDP-Star luminescence, 30 min; active compounds read high; 1 = vehicle-only enzyme signal, 0 = enzyme-free wells;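 active means activation factor of at least 2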; further: the source names both 10 and 20 µM as test concentration; values of inactives mirror those of a sister screen read the other way
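Assay system: mouse IAP enzyme; reagent: chemiluminescent substrate CDP-Star; dosing: test compounds delivered from DMSO solution; schedule: 30 min at room temperature; measured by: luminescence from enzymatic CDP-Star hydrolysis; controls: DMSO-only wells and no-enzyme negative control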
GRIN3A LBD mod – modulators (binders) of human NR3A ligand-binding domain | NR3A LBD differential scanning fluorimetry, Tm shift; 0% = protein alone, 100% = glycine-bound protein | Tm shift relative to glycine control, % at 25 µM | 340,000 tested, 2.5% active;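 active means melting temperature shift of at least 10% of the positive control shift, at one fixed dose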
hIAP block – blocks human intestinal alkaline phosphatase | P09923 | purified IAP, CDP-Star luminescence, 30 min | inhibition, % at 10 µM | 330,000 tested, 0.12% active | AID 2544;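 active means inhibition reaching a set limit with compound at 10 µM in the primary screen, cut at about 35% in these data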;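 further: plate controls were DMSO wells with enzyme for no effect and no-enzyme buffer wells for full effect; values of inactives mirror those of a sister screen read the other way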
mIAP block – mouse IAP inhibition. inhibition, % at 10 µM. 330,000 tested, 0.2% active. purified mouse IAP, CDP-Star luminescence, 30 min. AID 2806;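 active means inhibition of at least 40% at 10 µM in the primary screen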;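 further: plate controls were DMSO with enzyme for no effect and no enzyme wells for full effect; values of inactives mirror those of a sister screen read the other way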
MIN6 prolif – MIN6 beta-cell proliferation induction; MIN6 cells proliferation, ATPlite luminescence, 48 h; cells starved in 0.2% serum; 100% = growth in 10% serum; 330,000 tested, 0.29% active; proliferation, % at 10 µM;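 active means compounds whose signal lies at least 3.5 SD above the mean of all wells on their plate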;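 further: 0% = DMSO-treated cells in low-serum medium and 100% = 10% serum control; some compounds called inactive have numbers as strong as hits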
hIAP act – human IAP activation; P09923; purified human IAP, CDP-Star luminescence, 30 min; active compounds read high; 1 = vehicle-only enzyme, 0 = enzyme-free background; activation factor at 10 µM; 330,000 tested, 0.16% active; AID 2524;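 active means activation factor of the enzyme at least 2-fold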; further: the source names both 10 and 20 µM as test concentration; values of inactives mirror those of a sister screen read the other way
A3G deaminase – APOBEC3G (human) deaminase inhibition; 330,000 tested, 0.28% active; inhibition, % at 20 µM; recombinant A3G, ssDNA deamination FAM/TAMRA fluorescence; Q9HC16;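 active means inhibition of at least 40% at 20 µM, with no more than 30% in the related APOBEC3A deaminase screen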;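 further: plate controls were DMSO wells with A3G for no effect and wells lacking A3G enzyme for full effect; some compounds called inactive have numbers as strong as hits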
Target sequence (Q9HC16 whole entry, looked up): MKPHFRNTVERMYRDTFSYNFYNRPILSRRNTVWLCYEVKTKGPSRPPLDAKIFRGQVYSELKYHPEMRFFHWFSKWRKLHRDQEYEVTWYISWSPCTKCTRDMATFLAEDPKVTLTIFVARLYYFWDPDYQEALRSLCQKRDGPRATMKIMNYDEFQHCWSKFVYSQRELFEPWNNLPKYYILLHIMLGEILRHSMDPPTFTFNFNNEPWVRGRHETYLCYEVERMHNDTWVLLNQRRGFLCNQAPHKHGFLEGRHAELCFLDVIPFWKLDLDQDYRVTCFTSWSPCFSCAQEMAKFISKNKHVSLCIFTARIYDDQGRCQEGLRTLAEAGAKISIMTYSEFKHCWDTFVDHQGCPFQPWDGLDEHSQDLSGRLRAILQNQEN
A3A deaminase – blocks human APOBEC3A ssDNA deamination; recombinant A3A, FAM/TAMRA ssDNA deamination fluorescence; P31941; inhibition, % at 20 µM; 330,000 tested, 0.41% active;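 active means at least 40% inhibition at 20 µM here, with at most 30% in a related deaminase screen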;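 further: plate controls were A3A with DMSO for no effect and wells lacking A3A enzyme for full effect; some results filed as inactive read as strong as hits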
Target sequence (P31941 whole entry, looked up): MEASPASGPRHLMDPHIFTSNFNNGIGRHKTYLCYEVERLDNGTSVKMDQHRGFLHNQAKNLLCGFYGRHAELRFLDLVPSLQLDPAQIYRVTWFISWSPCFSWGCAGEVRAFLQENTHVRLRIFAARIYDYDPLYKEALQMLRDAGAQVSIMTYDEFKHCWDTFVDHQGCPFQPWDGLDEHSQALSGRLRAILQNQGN
MPTP block – blocks calcium-induced mitochondrial swelling. isolated mouse mitochondria, Ca2+ swelling absorbance, 30 min. inhibition, % at 10 µM. 360,000 tested, 1.4% active;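 active means inhibition of 50% or more, scaled per plate between neutral and stimulator controls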;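 further: 0% = DMSO wells given calcium and 100% = 1 mM EGTA wells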
* = called active by the depositor; x = not tested or not shown.

The first 4 entries, ahead of the listing:
cpd	mol	mIAP act	GRIN3A LBD mod	hIAP block	mIAP block	MIN6 prolif	hIAP act	A3G deaminase	A3A deaminase	MPTP block
1	CC(Oc1ccccc1)C(=O)NNC(=O)c1cccs1 (stereo unspecified)	1	-1	-26	-2	2	1.3	-6	-1	-0.1
2	O=C(CSc1nnc(-c2ccc3c(c2)OCO3)o1)Nc1ncc(Cl)cc1Cl	1	0	-11	0	-5	1.1	-4	2	7.7
3	COCCNC(=O)CCCn1c(=O)c2cc(OC)c(OC)cc2n(CC(=O)Nc2ccccc2OC)c1=O	1	0	12	0	1	0.88	-5	1	1.7
4	CC(CNC(=O)CCn1c(=O)c2cccn2c2ccc(F)cc21)c1ccccc1 (stereo unspecified)	0.96	1	-28	4	6	1.3	-8	-4	-0.6

The listing, repeating the preview:
cpd	mol	mIAP act	GRIN3A LBD mod	hIAP block	mIAP block	MIN6 prolif	hIAP act	A3G deaminase	A3A deaminase	MPTP block
1	CC(Oc1ccccc1)C(=O)NNC(=O)c1cccs1 (stereo unspecified)	1	-1	-26	-2	2	1.3	-6	-1	-0.1
2	O=C(CSc1nnc(-c2ccc3c(c2)OCO3)o1)Nc1ncc(Cl)cc1Cl	1	0	-11	0	-5	1.1	-4	2	7.7
3	COCCNC(=O)CCCn1c(=O)c2cc(OC)c(OC)cc2n(CC(=O)Nc2ccccc2OC)c1=O	1	0	12	0	1	0.88	-5	1	1.7
4	CC(CNC(=O)CCn1c(=O)c2cccn2c2ccc(F)cc21)c1ccccc1 (stereo unspecified)	0.96	1	-28	4	6	1.3	-8	-4	-0.6
5	O=C(COC(=O)CCCOc1ccc(Cl)cc1Cl)NCc1ccc(F)cc1	0.98	-10	6	2	4	0.94	-8	-1	3.4
6	COc1ccc(CC(=O)N[C@@H]2c3ccccc3CC[C@@H]2OCc2ccccc2)cc1	1.1	-1	x	-20	x	x	-2	0	-0.3
7	O=S(=O)(Nc1ccc(Cl)c(Cl)c1)N1CCOCC1	0.97	2	9	3	2	0.91	0	4	0.5
8	NC(=O)c1ccsc1NC(=O)COC(=O)CSc1ccc(Cl)cc1	1	-2	-8	-5	-1	1.1	-3	0	0.1
9	O=C(N/N=C/c1ccccc1C(=O)O)C(=O)N1CCCCC1	0.93	1	-2	7	1	1	-6	-3	0.2
10	Cc1ccc(SCc2nn(C)c(Cl)c2C=O)cc1	1.1	-1	-5	-9	-1	1	-5	1	-1.0
11	Cc1ccc(NS(=O)(=O)c2cc3c(cc2C)NC(=O)CO3)cc1	0.99	-9	16	1	-1	0.84	0	-2	0.7
12	CC(O)c1ccc2c(c1)OCCOCCN(C)CCOCCO2 (stereo unspecified)	1	0	18	-4	-3	0.82	1	3	-2.7
13	COc1ccc(CN(CC(=O)NCc2ccc(F)cc2)C(=O)c2ccco2)cc1	0.92	2	4	8	-5	0.96	-4	-2	0.9
14	O=C(CSc1nc(-c2ccccc2Cl)ns1)Nc1ccc2c(c1)OCO2	0.91	6	9	9	0	0.91	-6	-3	87*
15	CCOc1ccccc1Nc1ncccc1C(=O)O	0.95	-1	-18	5	-2	1.2	-5	-2	-1.6
16	O=C(COC(=O)Cn1cnc2ccccc2c1=O)NCc1ccccc1Cl	1.1	-2	-8	-6	2	1.1	-19	-6	-1.0
17	CCOC(=O)n1n[n+]([O-])c2ccccc21	0.96	-1	11	4	0	0.89	0	2	-0.5
18	NC(=O)c1cc(-c2ccccc2)nc2ccc(Br)cc12	1	0	-24	-4	-2	1.2	0	-3	2.6
19	O=C(CSc1cccc[n+]1[O-])Nc1ccccc1Oc1ccccc1	1.2	-2	-8	-18	-6	1.1	4	3	0.0
20	Cc1cccc(C)c1NC(=S)N(Cc1ccccc1)Cc1cccs1	1.1	-4	1	-10	-4	0.99	-5	1	1.6
21	CCc1ccc(CN(C)C(=O)c2cc(COc3c(F)cccc3F)on2)cc1	1	3	-4	-3	-6	1	-2	-2	1.0
22	CCN(C[C@H]1N[C@@](CC)(C(=O)OC)[C@H]2C(=O)N(C)C(=O)[C@@H]12)S(=O)(=O)c1ccc(OC(F)(F)F)cc1	1	-4	10	-1	0	0.9	24	-3	-0.2
23	COc1ccc2nc3sc(C(=O)N4CCN(C)CC4)cc3cc2c1	1	-5	11	-1	-2	0.89	2	5	-3.7
24	C#CCNC(=O)C1=C[C@H](c2cn(C(C)=O)c3ccccc23)[C@@H](CCCO)[C@H](OCC)O1	1	-2	5	-5	-1	0.95	-12	0	-1.1
25	CC1CC(C)CN(C(=O)Cn2c(=O)c3cccn3c3cccnc32)C1 (stereo unspecified)	1.1	0	8	-8	-2	0.92	-4	1	-2.7
26	CC1CCN(S(=O)(=O)c2ccc3c(c2)N(CC(=O)NCc2cccnc2)C(=O)CS3)CC1	1.2	2	0	-18	2	1	9	2	0.0
27	O=C(NC(=S)N(CCCCO)C1CCCCC1)c1sc2ccccc2c1Cl	0.8	-4	16	20	-5	0.84	-5	-4	-1.6
28	CC1CN(C(=O)c2ccccc2)c2ccccc2NC1=O (stereo unspecified)	1	-1	-4	-4	0	1	-10	-3	-0.3
29	CC(C)N(C(=O)CN1CCN(S(=O)(=O)c2ccc(Br)s2)CC1)C(C)C	1	0	-2	-3	1	1	-4	2	-1.0
30	Cc1cccc(NC2=C(Cl)C(=O)OC2NC(=O)c2ccccc2)c1 (stereo unspecified)	1	-5	4	-2	-4	0.96	-1	-2	0.3

Retrieved one by one from above (two):
cpd	mol	mIAP act	GRIN3A LBD mod	hIAP block	mIAP block	MIN6 prolif	hIAP act	A3G deaminase	A3A deaminase	MPTP block
19	O=C(CSc1cccc[n+]1[O-])Nc1ccccc1Oc1ccccc1	1.2	-2	-8	-18	-6	1.1	4	3	0.0
16	O=C(COC(=O)Cn1cnc2ccccc2c1=O)NCc1ccccc1Cl	1.1	-2	-8	-6	2	1.1	-19	-6	-1.0

Next entries follow.
cpd	mol	mIAP act	GRIN3A LBD mod	hIAP block	mIAP block	MIN6 prolif	hIAP act	A3G deaminase	A3A deaminase	MPTP block
31	O=C(O)/C=C/C(=O)OC1CC2CCC1C2 (stereo unspecified)	1	1	-8	-2	-1	1.1	3	4	-0.1
32	CSc1ccccc1NC(=O)CN1CC(C)OC(C)C1 (stereo unspecified)	1.1	-2	1	-14	-2	0.99	-1	1	-3.4
33	Cc1cc2c(=O)n(C)c(SCC(=O)c3cc4ccccc4o3)nc2s1	0.81	-1	1	19	-1	0.99	0	0	1.7
34	Cn1cnnc1Sc1cc(N2CCN(S(=O)(=O)c3ccc(Cl)c(Cl)c3)CC2)ccc1[N+](=O)[O-]	0.9	-3	9	10	-3	0.91	-4	0	-3.5
35	CCOC(=O)c1cnc2[nH]c3ccccc3n2c1=O	0.98	1	2	2	-3	0.98	-11	-1	-3.3
36	CC(C)OC(=O)c1nnc(-c2ccccc2)nc1OC(C)C	0.99	0	-1	1	-2	1	-5	1	-2.5
37	CC1(C)Cc2c(sc3[nH]c(=O)n(CC(=O)NCC4CCCO4)c(=O)c23)CO1 (stereo unspecified)	1.1	0	8	-7	-2	0.92	11	0	1.2
38	CN1CCN(c2ccccc2NC(=O)Cc2cn(C)c3ccccc23)CC1	1.1	-2	14	-10	-1	0.86	-8	-8	-2.8
39	O=C(NCCCn1ccnc1)c1noc2c1CCCC2	0.91	0	6	9	-1	0.94	-1	3	-1.2
40	CCCCn1c(CCl)nc2cc(S(=O)(=O)N3CCOCC3)ccc21	0.93	0	9	7	-6	0.91	-5	-1	-0.6
41	CCN(CC)S(=O)(=O)c1cc(NC(=O)CNc2c(C)n(C)n(-c3ccccc3)c2=O)ccc1C	0.93	0	2	7	2	0.98	0	5	-0.3
42	COCCN1CCn2c(nc3cc([N+](=O)[O-])ccc32)C1	1.1	1	-7	-7	-4	1.1	-5	2	-1.0
43	Cc1ccc(/C=N/NC(=O)c2cccnc2)o1	1	-3	9	-4	3	0.91	-8	-1	-1.6
44	O=C(COC(=O)Cc1cn2ccsc2n1)NCc1ccc2c(c1)OCO2	0.95	2	-3	5	-2	1	-8	0	0.3
45	O=C(NCCCN1CCOCC1)C(C(=O)c1ccccc1)n1ccccc1=O (stereo unspecified)	1	1	8	-3	0	0.92	-12	-3	0.4

Part of the list above in order of molar mass, rising.
cpd	mol	mIAP act	GRIN3A LBD mod	hIAP block	mIAP block	MIN6 prolif	hIAP act	A3G deaminase	A3A deaminase	MPTP block
35	CCOC(=O)c1cnc2[nH]c3ccccc3n2c1=O	0.98	1	2	2	-3	0.98	-11	-1	-3.3
44	O=C(COC(=O)Cc1cn2ccsc2n1)NCc1ccc2c(c1)OCO2	0.95	2	-3	5	-2	1	-8	0	0.3
45	O=C(NCCCN1CCOCC1)C(C(=O)c1ccccc1)n1ccccc1=O (stereo unspecified)	1	1	8	-3	0	0.92	-12	-3	0.4

Next section:
cpd	mol	mIAP act	GRIN3A LBD mod	hIAP block	mIAP block	MIN6 prolif	hIAP act	A3G deaminase	A3A deaminase	MPTP block
46	Cc1noc(C)c1C(=O)Nc1sccc1C(N)=O	1.1	-1	-4	-9	0	1	-9	-6	-1.0
47	CC(=O)Oc1ccc(N2C(=O)[C@@H]3[C@H](C2=O)[C@H]2c4ccccc4C=NN2[C@@H]3C(C)=O)cc1	0.92	1	17	8	-2	0.83	-7	-4	2.2
48	Cc1ccc(Sc2nnc(Cc3ccccc3)c3ccccc23)cc1	0.97	-1	-4	3	-6	1	-2	-2	1.5
49	C=CCn1c(O)c(N=NC(=O)CNC(=O)c2ccco2)c2ccccc21	1	0	-7	-1	-4	1.1	-3	-1	-0.7
50	Cc1ccc(NC(=O)C(=O)NCc2ccc(/C=N/NC(=O)c3c(C)nc4cc(C)ccn34)o2)cc1	0.95	x	9	5	0	0.91	-1	2	x
51	COc1cc(C2OC(c3cc(OC)c(OC)c(OC)c3)C(C)C2C)cc(OC)c1OC (stereo unspecified)	1	-5	-6	0	0	1.1	14	0	-1.8
52	Cc1ccc(C(=O)c2cc(C)sc2N)cc1	0.83	-5	-7	17	-3	1.1	-5	-1	3.6
53	Cn1cccc1C(=O)NC(=O)CSc1nc2ccccc2s1	1	0	-107	-1	0	2.1*	-9	-3	22
54	CCC(C)(C)n1nnnc1C(c1ccc(O)c(OC)c1)N1CCN(c2nc3ccccc3s2)CC1 (stereo unspecified)	1	-23	-3	-5	-2	1	-4	-3	-2.8
